M. tuberculosis: growth inhibition of non-replicating M. tuberculosis (AID 488890) | Mycobacterium tuberculosis non-replicating, growth inhibition; higher % means a stronger effect | inhibition, % at 25 µM; hits with a dose series show IC50 in µM | 0.39% of 320,000 active; in the data active = a potency from the dose series; inconclusive = inhibition mostly from about 82% at the one dose, without a potency; inactive = the rest, 99 in 100 with inhibition below about 76%;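 also: plate controls were DMSO cells for no effect and high antibiotic wells for full effect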
PhoP GFP inhibition: PhoP regulon inhibitors, Salmonella typhi PhoP promoter GFP reporter, confirmatory (AID 1850). Salmonella Typhi PhoP-promoter GFP reporter, fluorescence, 4 h; higher % means a stronger effect. one-dose inhibition, % at 50 µM; IC50 in µM for titrated hits. 0.33% of 310,000 active; in the data active = a potency from the dose series; inconclusive = inhibition mostly from about 25% at the one dose, without a potency; inactive = the rest, 99 in 100 with inhibition below about 19%;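 also: 0% = induced wells with vehicle and 100% = uninduced wells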
VEEV TC-83 Vero: inhibitors of VEEV TC-83 cytopathic effect, confirmation, Vero cells (AID 588727). Vero cells, VEEV TC-83 cytopathic effect inhibition; higher % means a stronger effect. inhibition, % at 20 µM; hits with a dose series show IC50 in µM. 0.13% of 350,000 active; in the data active = a potency from the dose series; inconclusive = inhibition mostly from about 14% at the one dose, without a potency; inactive = the rest, 99 in 100 with inhibition below about 12%; also: strong numbers were not always called active
H37Rv inhibition: M. tuberculosis growth inhibition, HTS (AID 449762). 0.59% of 330,000 active. M. tuberculosis H37Rv growth inhibition, 7H9 media; higher % means a stronger effect. inhibition, % at 25 µM, or IC50 in µM where a hit was titrated; in the data active = a potency from the dose series; inconclusive = inhibition above about 70% without an active follow-up result;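 also: bacterial growth assessed after seven days of incubation; strong numbers were not always called active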
influenza NS1A: NS1A inhibition, H1N1 influenza, cell based functional assay (AID 504329) | 0.3% of 340,000 active | inhibition, % at 12.5 µM; hits with a dose series show IC50 in µM | NS1A functional cell-based assay, percent inhibition; higher % means a stronger effect; in the data active = a potency from the dose series; inconclusive = inhibition above about 27% without an active follow-up result; also: strong numbers were not always called active
VEEV TC-83 Vero 10K pilot screen: further read-out of VEEV TC-83 Vero, marked with its call; inhibition, %; measured here: 10K pilot screen inhibition
Starred values were filed as active, the others as inactive; i = inactive; u = inconclusive; x = not tested or not shown.

SMILES	M. tuberculosis	PhoP GFP inhibition	VEEV TC-83 Vero	H37Rv inhibition	influenza NS1A	others
Cc1ccc(C)c(N(C(=O)c2snc(C(N)=O)c2N)C(C(=O)NCC2CCCO2)c2ccc(C)o2)c1 (configuration not stated)	19%	-1%	0.9%	2%	-10%
COc1ccccc1-c1n[nH]c(=S)o1	12%	-4%	0.8%	-5%	5%
O=S(=O)(c1ccc(SCc2ccc(Cl)cc2)nc1)N1CCCC1	56%	x	4.2%	7%	-3%
CCOc1ccc(/C=N/NC(=O)C2(O)c3ccccc3-c3ccccc32)cc1	-5%	-4%	0.9%	11%	-4%
CCCN(CCC)C(=O)c1ccc2nc(-c3ccc(OC)c(OC)c3)c(-c3ccc(OC)c(OC)c3)nc2c1	6%	2%	3.7%	-3%	-14%
Cc1ccc(C(=O)O/N=C(\N)c2cccc([N+](=O)[O-])c2)cc1	7µM*	4%	0.4%	u	-1%
CC(C)c1nnc(NC(=O)C2c3ccccc3Oc3ccccc32)s1	25%	-20%	0.7%	6%	-2%	VEEV TC-83 Vero 10K pilot screen=2.5
Cc1ccc(NC(=O)COC(=O)Cc2ccccc2)cc1S(=O)(=O)N1CCOCC1	23%	x	i	-5%	-10%
CCN1CCN(CCCOc2ccc(Cl)cc2Br)CC1	41%	21%	1.4%	-1%	7%
COC(=O)Nc1ccc(S(=O)(=O)N2c3ccccc3CCC2C)cc1 (configuration not stated)	x	-3%	2.1%	10%	-1%
CCCCc1nnc(NC(=O)CSCc2cc(=O)n3cc(C)sc3n2)s1	8%	-2%	2.1%	0%	-4%
O=C(CSc1nnnn1-c1ccccc1)N1CCCc2ccccc21	25%	-8%	1.1%	-11%	14%
O=C(CSc1nnc(-c2ccncc2)n1Cc1ccco1)Nc1nc(-c2ccccc2)cs1	15%	-5%	4.9%	63%	-1%
COc1ccc(C(CCNCc2ccc(OC(C)C)cc2)C(C)C)cc1 (configuration not stated)	i	-12%	4.2%	23µM*	x
COc1ccc(/C(C)=N/NC(=O)c2ccc3nc[nH]c3c2)cc1	-7%	15%	0.2%	1%	-5%
COc1ccc(C2=NN(S(=O)(=O)c3ccccc3)C(c3ccccc3)C2)cc1 (configuration not stated)	14%	7%	3.2%	-2%	-8%
CCOC(=O)c1c(C2COc3ccccc3O2)csc1NC(=O)c1ccco1 (configuration not stated)	43%	-10%	1.9%	62%	9%
COc1cccc(/C=C2\SC(=O)N(CCC(=O)N3CCC(C(=O)O)CC3)C2=O)c1	12%	-3%	2.3%	-3%	0%
CC(Sc1ccsc1[N+](=O)[O-])C(=O)N1CCN(c2ccccn2)CC1 (configuration not stated)	18%	-3%	1.9%	-1%	-6%
Cc1ccc(C)c(C(=O)Nc2ccncc2)c1	3%	-7%	0.0%	1%	-9%
CCOc1ccc(-n2cc(-c3ccccc3)c3c(SC(C)C(=O)OC)ncnc32)cc1 (configuration not stated)	70%	1%	8.2%	u	-3%
O=C(COc1ccccc1)N1CCN=C1SCc1ccccc1	40%	5%	3.7%	1%	10%
CCOc1cc(/C=C2\C(=O)NC(=O)N(CCc3ccc(F)cc3)C2=O)ccc1O	3%	13%	i	4%	-3%
Cc1ccc(Cn2c(SCCN3CCCCC3)nc3c2c(=O)n(C)c(=O)n3C)cc1	13%	0%	0.3%	-10%	-6%
COc1cc(/C=C2\C(=O)NC(=O)N(CCc3ccc(F)cc3)C2=O)ccc1O	17%	2%	0.2%	2%	3%

The list goes on:
SMILES	M. tuberculosis	PhoP GFP inhibition	VEEV TC-83 Vero	H37Rv inhibition	influenza NS1A	others
CCOc1ccccc1NC(=O)CCc1ccc(C)o1	79%	8%	i	6%	0%
CCCn1c(N2CCC(Cc3ccccc3)CC2)nc2c1c(=O)[nH]c(=O)n2C	51%	-2%	3.5%	64%	1%
CC(C)CNC(=O)C1CCN(S(=O)(=O)c2ccc3c(c2)OCCO3)CC1	-34%	4%	1.0%	-7%	-3%
O=C(N/N=C\C=C\c1ccco1)c1cncc(Br)c1	i	8%	0.2%	u	-8%
COC(=O)c1sc(S(=O)(=O)NCc2ccccc2)c(C(=O)OC)c1C	2%	-15%	i	-11%	-1%
COC(=O)C1=C(c2ccc(OC(F)(F)F)cc2)C[C@@H]2CC[C@H]1N2C(=O)N1CCOCC1	-1%	x	i	-3%	-1%
CCn1ccc(C(=O)Nc2cccc(Cl)c2)n1	86%	-9%	i	8%	-4%
CCOc1ccc(N2C(=O)CC(SCc3nc4ccccc4[nH]3)C2=O)cc1 (configuration not stated)	20%	1%	i	0%	3%
O=C(c1cc2cc(Cl)ccc2oc1=O)N1CCOCC1	-2%	0%	0.5%	-10%	3%
Cc1cc(=O)[nH]c(/N=C(\N)Nc2cccc3ccccc23)n1	-9%	5%	0.2%	4%	10%
Cc1ccc(CN2CC(C(=O)N3CCN(S(=O)(=O)c4c(F)cccc4F)CC3)CC2=O)cc1 (configuration not stated)	-2%	6%	1.3%	-3%	0%
C/C(N)=C(/C#N)C(=O)CSc1nc2cc(Cl)ccc2s1	42%	-9%	i	1%	8%
COC(=O)c1ccccc1NC(=O)C(CCS(C)(=O)=O)NC(C)=O (configuration not stated)	-8%	6%	0.2%	-7%	-3%
COCc1cc(=O)[nH]c(/N=C(\N)Nc2c(F)cccc2F)n1	-19%	0%	1.1%	-15%	x
Cc1ccc(C)c(S(=O)(=O)N2CCN(C(=O)CN3C(=O)C4CC=CCC4C3=O)CC2)c1 (configuration not stated)	x	x	1.8%	x	-2%
CC(NC(=O)c1ccc(N2CCCC2)c([N+](=O)[O-])c1)c1ccc(S(N)(=O)=O)cc1 (configuration not stated)	1%	-9%	3.1%	-4%	1%
COc1cccc(/C=N/c2oc(-c3ccccc3)cc2C#N)c1O	-17%	4%	6.2%	-4%	2%
CCN(C(=O)c1ccc(NC(=O)c2ccco2)cc1)c1ccccc1	1%	-6%	2.5%	-3%	-14%
CCOc1ccccc1NC(=S)N1CCC(c2nc3ccccc3o2)CC1	x	-3%	1.1%	6%	-3%
O=C(CSc1ccc(S(=O)(=O)N2CCCC2)cn1)Nc1ccc([N+](=O)[O-])cc1C(F)(F)F	x	x	5.6%	x	3%
COc1cc(OC)cc(C(=O)Nc2ccc(S(=O)(=O)Nc3cnc4ccccc4n3)cc2)c1	7%	1%	0.0%	-2%	x
COCC(=O)N(Cc1cc2ccccc2[nH]c1=O)c1ccccc1OC	2%	3%	9.2%	-2%	-21%
COc1ccc(C(=O)c2oc3ccc(OC)cc3c2N)cc1	20%	12%	6.1%	u	-12%
CCc1ccc(NC(=O)C(=O)NNC(=O)COc2cccc(OC)c2)cc1	2.5µM*	-2%	1.0%	u	0%
N/C(=N\OC(=O)c1cccc(Br)c1)c1ccncc1	36%	-5%	0.5%	1%	-5%

Of the compounds above, these contain a thiophene ring, fused or not.
SMILES	M. tuberculosis	PhoP GFP inhibition	VEEV TC-83 Vero	H37Rv inhibition	influenza NS1A	others
CCOC(=O)c1c(C2COc3ccccc3O2)csc1NC(=O)c1ccco1 (configuration not stated)	43%	-10%	1.9%	62%	9%
CC(Sc1ccsc1[N+](=O)[O-])C(=O)N1CCN(c2ccccn2)CC1 (configuration not stated)	18%	-3%	1.9%	-1%	-6%
COC(=O)c1sc(S(=O)(=O)NCc2ccccc2)c(C(=O)OC)c1C	2%	-15%	i	-11%	-1%

Part of the list above in order of heavy-atom count, lowest first.
SMILES	M. tuberculosis	PhoP GFP inhibition	VEEV TC-83 Vero	H37Rv inhibition	influenza NS1A	others
CCn1ccc(C(=O)Nc2cccc(Cl)c2)n1	86%	-9%	i	8%	-4%
O=C(N/N=C\C=C\c1ccco1)c1cncc(Br)c1	i	8%	0.2%	u	-8%
C/C(N)=C(/C#N)C(=O)CSc1nc2cc(Cl)ccc2s1	42%	-9%	i	1%	8%
COc1ccc(C(=O)c2oc3ccc(OC)cc3c2N)cc1	20%	12%	6.1%	u	-12%
COC(=O)c1ccccc1NC(=O)C(CCS(C)(=O)=O)NC(C)=O (configuration not stated)	-8%	6%	0.2%	-7%	-3%
COC(=O)c1sc(S(=O)(=O)NCc2ccccc2)c(C(=O)OC)c1C	2%	-15%	i	-11%	-1%
CC(C)CNC(=O)C1CCN(S(=O)(=O)c2ccc3c(c2)OCCO3)CC1	-34%	4%	1.0%	-7%	-3%
CCOc1ccccc1NC(=S)N1CCC(c2nc3ccccc3o2)CC1	x	-3%	1.1%	6%	-3%
CCCn1c(N2CCC(Cc3ccccc3)CC2)nc2c1c(=O)[nH]c(=O)n2C	51%	-2%	3.5%	64%	1%
CC(NC(=O)c1ccc(N2CCCC2)c([N+](=O)[O-])c1)c1ccc(S(N)(=O)=O)cc1 (configuration not stated)	1%	-9%	3.1%	-4%	1%
Cc1ccc(C)c(S(=O)(=O)N2CCN(C(=O)CN3C(=O)C4CC=CCC4C3=O)CC2)c1 (configuration not stated)	x	x	1.8%	x	-2%
O=C(CSc1ccc(S(=O)(=O)N2CCCC2)cn1)Nc1ccc([N+](=O)[O-])cc1C(F)(F)F	x	x	5.6%	x	3%
Cc1ccc(CN2CC(C(=O)N3CCN(S(=O)(=O)c4c(F)cccc4F)CC3)CC2=O)cc1 (configuration not stated)	-2%	6%	1.3%	-3%	0%

Further structures
SMILES	M. tuberculosis	PhoP GFP inhibition	VEEV TC-83 Vero	H37Rv inhibition	influenza NS1A	others
CCC(=O)OCC(=O)Nc1ncc(C(F)(F)F)cc1Cl	10%	-26%	0.9%	15%	-11%
CC(N=c1ccccn1C(=O)Nc1cccc(C(F)(F)F)c1)c1ccco1 (configuration not stated)	-10%	1%	4.1%	-4%	-1%
CC(C)(C)c1ccc(OCC(O)CSc2ncn[nH]2)cc1 (configuration not stated)	2%	12%	1.2%	1%	1%
COc1ccc(C(C(=O)NCCC(C)C)N(CCN2CCOCC2)C(=O)Cn2nnc3ccccc32)c(OC)c1 (configuration not stated)	-5%	5%	1.9%	-14%	-29%
CS(=O)(=O)c1ccc(Cl)c(NC(=O)CCc2ccccc2)c1	-12%	3%	1.8%	-8%	4%
Cc1cc(C)n(-c2nc3ccccc3nc2N2CCOCC2)n1	x	17%	0.9%	2%	-2%
CC(C)(CO)NCc1cccc(OCc2ccc(Cl)cc2)c1	30%	5%	i	10%	0%
Nc1ncn(C(=O)c2ccco2)n1	1%	-1%	0.7%	-3%	6%
O=C(/C=C/c1ccccc1Cl)N1CCN(c2ncccn2)CC1	-8%	-9%	1.1%	1%	-2%
Cc1c(-c2cccs2)[n+](=O)c2c(n1[O-])CCCC2	-4%	-12%	0.1%	-30%	-2%
Cc1onc(C(=O)NN)c1C(=O)N1CCN(C(c2ccccc2)c2ccccc2)CC1	16%	12%	1.2%	-1%	15%
COC(=O)C(O)(CC(=O)Nc1cccc(SC)c1)C(F)(F)F (configuration not stated)	7%	-2%	0.6%	0%	12%
CC1CCC2(CC1)NC(=O)N(CC(=O)Nc1cccc(S(=O)(=O)N3CCCC3)c1)C2=O (configuration not stated)	24%	x	2.0%	-14%	0%
CN1CCN(S(=O)(=O)c2ccc3c(c2)NC(=O)C2CCCN32)CC1 (configuration not stated)	7%	-4%	0.5%	-4%	3%
CC(CO)NCC12CC3CC(CC(C3)C1)C2 (configuration not stated)	-1%	-10%	1.3%	-2%	-18%
Fc1ccccc1CNC1CN2CCC1CC2 (configuration not stated)	-20%	6%	1.0%	-5%	-3%
Cc1cc(C(=O)OCC(=O)N2CC(=O)Nc3ccccc32)c(C)n1-c1ccc(F)cc1	4%	-6%	2.2%	-1%	1%
Cc1ccccc1OCC(=O)Nc1sc(C(=O)Nc2cccc(C)c2C)c(C)c1C#N	-2%	5%	2.1%	-4%	28%
CO/N=C(/CS(=O)(=O)c1ccc(C)cc1)c1ccc(OC)cc1	10%	0%	i	-1%	2%
CCOC(=O)N1CCN(Cc2nc3ccc([N+](=O)[O-])cc3c(=O)n2-c2cccc(OC)c2)CC1	13%	1%	8.0%	-1%	-19%
Cc1ccc2cc3cc(C(=O)NCCCN4CCCC4)oc3nc2c1	37%	18%	2.8%	4%	5%
CSc1ccc(S(=O)(=O)N2CCC(C(=O)NCCN3CCOCC3)CC2)cc1	-6%	-6%	i	0%	5%
Nc1nnc(CC(=O)N/N=C/c2ccc([N+](=O)[O-])cc2)s1	-12%	6%	0.2%	-10%	-6%
Cc1cccc(C)c1NC(=S)N/N=C/c1ccc(C(=O)O)cc1	3%	-7%	0.7%	-5%	2%
CCn1c(C)cc(/C=C2/NC(=O)N(Cc3ccccc3F)C2=O)c1C	14%	2%	1.4%	-1%	-13%
Cc1nn(-c2ccccc2)c(Cl)c1C(=O)N1CCN(C)CC1	-2%	-15%	i	2%	-7%

High-throughput results (PubChem BioAssay)
